Screening results: PubChem BioAssay, The Scripps Research Institute Molecular Screening Center
M1 PAM: human M1 muscarinic receptor positive allosteric modulators, primary screen, CHO-K1 cells, Fluo-8 calcium fluorescence, 1536-well. Muscarinic acetylcholine receptor M1 (Homo sapiens), P11229. CHO-K1 hM1, ACh EC20; 0% = ACh EC20, 100% = maximal ACh. activation, % at 3 µM. 0.088% of 360,000 active. AID 588819, 2011; in the data active means activation above about 19%, passing the limit was not always enough
Target sequence (P11229 whole entry, looked up): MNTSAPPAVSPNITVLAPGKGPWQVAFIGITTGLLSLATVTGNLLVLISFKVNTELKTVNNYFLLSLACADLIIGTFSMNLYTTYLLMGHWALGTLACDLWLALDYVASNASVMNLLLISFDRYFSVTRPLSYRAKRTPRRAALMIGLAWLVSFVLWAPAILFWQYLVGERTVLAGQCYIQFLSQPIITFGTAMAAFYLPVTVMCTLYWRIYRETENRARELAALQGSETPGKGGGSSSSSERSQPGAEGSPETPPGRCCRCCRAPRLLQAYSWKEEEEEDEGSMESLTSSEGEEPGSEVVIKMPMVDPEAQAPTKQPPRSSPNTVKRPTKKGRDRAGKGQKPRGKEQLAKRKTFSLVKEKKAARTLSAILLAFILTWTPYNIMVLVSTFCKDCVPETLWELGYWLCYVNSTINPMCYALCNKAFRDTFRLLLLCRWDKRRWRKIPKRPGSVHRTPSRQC
OXTR potentiate: human OXTR potentiators, primary screen, fluorescence, CHO-OTR cells, Fluo-8 calcium; 0.061% of 320,000 active; activation, % at 3 µM; Fluo-8 calcium fluorescence, potentiator mode; 0% = oxytocin EC15, 100% = EC100; AID 2445, 2010;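 active means activation above that plate's cutoff, the mean activation of tested compounds plus 3 SD, cut at about 6.6% in these data, passing the limit was not always enough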;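 further: 100% uses oxytocin at 75 nM as the full agonist control; some results filed as inactive read as strong as hits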
Target sequence (P30559 whole entry, looked up): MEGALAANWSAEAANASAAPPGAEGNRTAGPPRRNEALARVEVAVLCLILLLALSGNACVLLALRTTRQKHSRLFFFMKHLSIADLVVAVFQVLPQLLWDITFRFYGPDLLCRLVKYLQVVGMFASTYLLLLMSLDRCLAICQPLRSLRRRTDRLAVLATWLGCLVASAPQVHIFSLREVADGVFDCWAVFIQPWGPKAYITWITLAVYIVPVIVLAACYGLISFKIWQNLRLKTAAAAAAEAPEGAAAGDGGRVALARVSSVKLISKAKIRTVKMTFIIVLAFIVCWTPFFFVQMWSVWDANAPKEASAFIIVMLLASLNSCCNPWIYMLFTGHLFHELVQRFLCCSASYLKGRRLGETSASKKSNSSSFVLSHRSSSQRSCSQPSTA
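test system = CHO-OTR cells, human receptor | compound = single-point 3.0 µM | schedule = 6 min compound pre-incubation at room temperature, 100 s kinetic read | signal = Fluo-8 no-wash calcium dye fluorescence, excitation 470-495 nm, emission 515-575 nm | repeats = single well per compound, singlicate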
CHO-K1 Ca ag: counter-screen for M1 agonists: effect in parental CHO-K1 cells | Fluo-8 calcium fluorescence; scaled to maximal ATP response, vehicle zero | activation, % at 3 µM | 0.48% of 360,000 active | AID 602248, 2012; in the data active means activation above about 15%;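 further: untransfected CHO-K1 host cells lacking M1 receptor as counterscreen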
CHO-K1 Ca antag: M1 antagonist counterscreen hit in parental CHO-K1 cells. ATP-induced calcium, Fluo-8 fluorescence. inhibition, % at 3 µM. 0.6% of 360,000 active;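 active means inhibition above a per-plate cutoff, the plate's mean sample inhibition plus 3 SD, cut at about 24% in these data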;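 further: 0% = DMSO plus EC80 ATP and 100% = DMSO alone without ATP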
CHRM4 antagonist: human M4 muscarinic receptor antagonists, primary screen, CHO cells, Fluo-8 calcium fluorescence | Muscarinic acetylcholine receptor M4 (Homo sapiens), P08173 | CHO-hM4 cells, ACh EC80 | inhibition, % at 3 µM | 0.73% of 360,000 active | AID 624125, 2012;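 active means inhibition above its plate's cutoff, the mean inhibition of sample wells plus 3 SD, cut at about 27% in these data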;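 further: 0% = acetylcholine EC80 with DMSO and 100% = DMSO without agonist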
CHRM4 agonist: human M4 muscarinic receptor agonists, primary screen, CHO-K1 cells, Fluo-8 calcium fluorescence | Muscarinic acetylcholine receptor M4 (Homo sapiens), P08173 | CHO-K1 hM4/Gqi5; vehicle 0%, full acetylcholine response 100% | activation, % at 3 µM | 0.14% of 360,000 active;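 active means activation above the run mean over all test wells plus 3 SD, cut at about 32% in these data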;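 further: peak over basal fluorescence ratio per well then scaled between controls; 0% = DMSO wells and 100% = acetylcholine at EC100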
CHO parental Ca: ATP-evoked calcium signal inhibitors, parental CHO, primary screen, counter-screen for OX1R antagonist project, cell-based, fluorescence, Fluo-8 calcium dye; AID 463079, 2010; parental CHO-K1, ATP-induced calcium, Fluo-8 fluorescence; inhibition, % at 5.6 µM; 0.63% of 330,000 active;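 active means inhibition above that plate's mean sample inhibition plus 3 SD, cut at about 26% in these data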;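 further: 0% = ATP-challenged DMSO wells and 100% = DMSO wells without ATP; some compounds past the cut are filed as inactive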
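test system = CHO parental line | reagent = ATP stimulus | measured by = intracellular calcium via Fluo-8 no-wash fluorescent dye | control set = ATP and no-ATP DMSO wells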
CHRM1 agonist: human M1 muscarinic receptor agonists, primary screen, Fluo-8 calcium fluorescence, CHO-K1 cells, HTS | Muscarinic acetylcholine receptor M1 (Homo sapiens), P11229 | CHO-K1 hM1, agonist mode; 0% DMSO, 100% acetylcholine EC100 | activation, % at 3 µM | 0.33% of 360,000 active | AID 588814, 2011;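 active means activation above the run's mean compound activation plus 3 SD, cut at about 16% in these data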;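 further: peak over basal fluorescence ratio within a 140 s kinetic read after compound addition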
CHRM1 antagonist: human M1 muscarinic receptor antagonists, primary screen, CHO-K1 cells, Fluo-8 calcium fluorescence, 1536-well. inhibition, % at 3 µM. AID 588852, 2011. Muscarinic acetylcholine receptor M1 (Homo sapiens), P11229. CHO-K1 hM1, ACh EC80 antagonist. 1.3% of 360,000 active;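 active means percent inhibition above its own plate's cutoff, namely the mean of that plate's compound wells plus 3 SD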;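 further: peak over basal fluorescence ratio during 140 s after agonist addition; 0% = ACh EC80 plus DMSO and 100% = DMSO alone without agonist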
* hit, by the source's call.

For COc1ccc(C)cc1NC(=O)CSc1ccc(-c2cccnc2)nn1 the results were M1 PAM 2, OXTR potentiate 3, CHO-K1 Ca ag 2.3, CHO-K1 Ca antag -3, CHRM4 antagonist -2, CHRM4 agonist 4, CHO parental Ca -22, CHRM1 agonist -4 and CHRM1 antagonist -12.
For CCOc1ccc(S(=O)(=O)N2CCN(C(=O)Cc3ccc(S(=O)(=O)N4CCOCC4)s3)CC2)cc1 the results were M1 PAM -1, OXTR potentiate -13, CHO-K1 Ca ag 2.3, CHO-K1 Ca antag 1, CHRM4 antagonist -14, CHRM4 agonist 8, CHO parental Ca -21, CHRM1 agonist -4 and CHRM1 antagonist -1.
Screening O=C(N/N=C/c1cccs1)[C@H]1C[C@@H]1c1ccccc1 returned M1 PAM 14, OXTR potentiate -6, CHO-K1 Ca ag 1.3, CHO-K1 Ca antag -17, CHRM4 antagonist -1, CHRM4 agonist 0, CHO parental Ca 2, CHRM1 agonist -3 and CHRM1 antagonist -15.
Screening O=C(COC(=O)COc1ccccc1[N+](=O)[O-])Nc1ccc(S(=O)(=O)N2CCCCC2)cc1 returned M1 PAM 5, OXTR potentiate -5, CHO-K1 Ca ag 4.0, CHO-K1 Ca antag -8, CHRM4 antagonist 3, CHRM4 agonist 7, CHO parental Ca 4, CHRM1 agonist -3 and CHRM1 antagonist -3.
For Cc1ccc(OCCCC(=O)NNC(=O)c2ccccn2)cc1 the results were M1 PAM 12, OXTR potentiate -5, CHO-K1 Ca ag 1.2, CHO-K1 Ca antag -14, CHRM4 antagonist -21, CHRM4 agonist 4, CHO parental Ca -8, CHRM1 agonist 0 and CHRM1 antagonist -14.
`Cc1ccc(-n2nc3c(=O)n(CCCC(=O)NCCc4ccccc4C)nc(C)c3c2C)cc1` gave M1 PAM -6, OXTR potentiate -6, CHO-K1 Ca ag -1.1, CHO-K1 Ca antag -10, CHRM4 antagonist 0, CHRM4 agonist -1, CHO parental Ca -26, CHRM1 agonist -6 and CHRM1 antagonist 0.
`CCOc1ccc(NS(=O)(=O)c2c(C(=O)N3CCCCCC3)c(C)n(C)c2C)cc1` gave M1 PAM 1, OXTR potentiate -5, CHO-K1 Ca ag 2.3, CHO-K1 Ca antag -13, CHRM4 antagonist -4, CHRM4 agonist 4, CHO parental Ca -23, CHRM1 agonist -3 and CHRM1 antagonist -4.
For COc1ccc(-c2cc(C(=O)N3CC(C)CC(C)C3)c3ccccc3n2)cc1 (stereo not given) the results were M1 PAM 4, OXTR potentiate -16, CHO-K1 Ca ag -0.4, CHO-K1 Ca antag -9, CHRM4 antagonist -11, CHRM4 agonist 2, CHO parental Ca -20, CHRM1 agonist -6 and CHRM1 antagonist -11.
O=c1c(Cc2ccc(F)cc2)c(O)ccn1C1CCCCC1 was read as M1 PAM 7, OXTR potentiate -6, CHO-K1 Ca ag 1.0, CHO-K1 Ca antag -5, CHRM4 antagonist -8, CHRM4 agonist 0, CHO parental Ca -16, CHRM1 agonist -2 and CHRM1 antagonist -18.
For CC(C)CNC(=O)c1ccc(COc2ccc(Cl)cc2Cl)o1 the results were M1 PAM -6, OXTR potentiate -7, CHO-K1 Ca ag 0.0, CHO-K1 Ca antag 3, CHRM4 antagonist -1, CHRM4 agonist 3, CHO parental Ca -11, CHRM1 agonist -3 and CHRM1 antagonist 11.
`Nn1c(SC/C=C/c2ccccc2)nnc1-c1cccnc1` gave M1 PAM 2, OXTR potentiate 1, CHO-K1 Ca ag 0.9, CHO-K1 Ca antag -16, CHRM4 antagonist 28*, CHRM4 agonist 1, CHO parental Ca -7, CHRM1 agonist -1 and CHRM1 antagonist -10.
For COc1ccc(CNC(=O)C(OC(=O)c2ccco2)c2ccc(F)cc2)cc1 (stereo not given) the results were M1 PAM 9, OXTR potentiate -8, CHO-K1 Ca ag 0.8, CHO-K1 Ca antag -3, CHRM4 antagonist 1, CHRM4 agonist 3, CHO parental Ca -25, CHRM1 agonist 0 and CHRM1 antagonist -11.
`Cn1ncc(Br)c1NC(=O)c1cc(Cl)cc(Cl)c1` gave M1 PAM 10, OXTR potentiate -5, CHO-K1 Ca ag 1.8, CHO-K1 Ca antag -10, CHRM4 antagonist -8, CHRM4 agonist 3, CHO parental Ca -7, CHRM1 agonist -2 and CHRM1 antagonist -9.
Screening Cc1nc(=O)c(-c2ccccc2)c(C)n1-c1cccc(C(=O)O)c1 returned M1 PAM 3, OXTR potentiate -4, CHO-K1 Ca ag 0.2, CHO-K1 Ca antag -6, CHRM4 antagonist -1, CHRM4 agonist 0, CHO parental Ca 3, CHRM1 agonist -3 and CHRM1 antagonist 3.
CN(Cc1cc2ccccc2[nH]c1=O)S(=O)(=O)c1ccccc1 was read as M1 PAM 6, OXTR potentiate -15, CHO-K1 Ca ag 2.5, CHO-K1 Ca antag -17, CHRM4 antagonist -10, CHRM4 agonist 4, CHO parental Ca -19, CHRM1 agonist 3 and CHRM1 antagonist -49.
For Cc1nn(Cc2cccc(C(=O)NC(C)c3ccc(C(C)(C)C)cc3)c2)c(C)c1[N+](=O)[O-] (stereo not given) the results were M1 PAM -17, OXTR potentiate -10, CHO-K1 Ca ag 1.5, CHO-K1 Ca antag -4, CHRM4 antagonist 19, CHRM4 agonist 0, CHO parental Ca -21, CHRM1 agonist -7 and CHRM1 antagonist 9.
Screening O=CNNC(=O)c1cccc([N+](=O)[O-])c1 returned M1 PAM 10, OXTR potentiate 3, CHO-K1 Ca ag 0.6, CHO-K1 Ca antag -19, CHRM4 antagonist -4, CHRM4 agonist 1, CHO parental Ca 10, CHRM1 agonist -7 and CHRM1 antagonist -6.
Screening C[C@H](O)[C@@H]1C(=O)N2CCc3ccc(N4CCOCC4)cc3[C@@H]2C[C@@H]1N(C)C(=O)C(C)(C)C returned M1 PAM 20, CHO-K1 Ca ag 0.1, CHO-K1 Ca antag -1, CHRM4 antagonist -4, CHRM4 agonist 3, CHRM1 agonist 3 and CHRM1 antagonist -9.
c1ccc(-n2c(-c3ccncc3)nnc2-c2cccs2)cc1 was read as M1 PAM 6, OXTR potentiate -7, CHO-K1 Ca ag 0.1, CHO-K1 Ca antag -14, CHRM4 antagonist 3, CHRM4 agonist -1, CHO parental Ca -5, CHRM1 agonist -3 and CHRM1 antagonist -3.
CCCCNC(=S)N(C)/N=C/c1c(C)[nH]c2ccccc12 was read as M1 PAM -2, OXTR potentiate -7, CHO-K1 Ca ag 5.4, CHO-K1 Ca antag 7, CHRM4 antagonist -5, CHRM4 agonist 1, CHO parental Ca -17, CHRM1 agonist -10 and CHRM1 antagonist 4.
`O=C(CC1C(=O)NCCN1Cc1ccc(-c2ccccc2)cc1)NC1CCC1` (stereo not given) gave M1 PAM -1, OXTR potentiate -9, CHO-K1 Ca ag 0.6, CHO-K1 Ca antag 6, CHRM4 antagonist 7, CHRM4 agonist 1, CHO parental Ca -17, CHRM1 agonist -9 and CHRM1 antagonist 17.
O=C1NC2(CCCCC2)C(=O)N1CCS(=O)(=O)Oc1ccccc1 was read as M1 PAM 2, OXTR potentiate -9, CHO-K1 Ca ag 0.3, CHO-K1 Ca antag 6, CHRM4 antagonist 8, CHRM4 agonist 1, CHO parental Ca -3, CHRM1 agonist -6 and CHRM1 antagonist -18.
Screening CC(/C=N/NC(=O)Cc1cc(=O)[nH][nH]1)=C\c1ccccc1 returned M1 PAM 7, OXTR potentiate -10, CHO-K1 Ca ag -0.4, CHO-K1 Ca antag 6, CHRM4 antagonist -6, CHRM4 agonist 0, CHO parental Ca -6, CHRM1 agonist 2 and CHRM1 antagonist -4.
Screening CC(=O)Nc1ccc(S(=O)(=O)NCCCc2ccccc2)cc1 returned M1 PAM 10, OXTR potentiate -21, CHO-K1 Ca ag 1.5, CHO-K1 Ca antag 14, CHRM4 antagonist 0, CHRM4 agonist 2, CHO parental Ca -4, CHRM1 agonist -3 and CHRM1 antagonist -21.
Screening O=C(COc1ccc(F)cc1Br)NCCCN1CCCC1=O returned M1 PAM 13, OXTR potentiate -2, CHO-K1 Ca ag 0.0, CHO-K1 Ca antag 6, CHRM4 antagonist 2, CHRM4 agonist 0, CHO parental Ca -7, CHRM1 agonist -4 and CHRM1 antagonist -17.
Screening CCOCC(=O)Nc1cccc(Br)c1 returned M1 PAM 5, OXTR potentiate -8, CHO-K1 Ca ag 0.2, CHO-K1 Ca antag -16, CHRM4 antagonist -3, CHRM4 agonist 2, CHO parental Ca -13, CHRM1 agonist -3 and CHRM1 antagonist -19.
Screening c1ccc(CN2CCN(C(c3ccccc3)c3ccccc3)CC2)cc1 returned M1 PAM -25, OXTR potentiate -18, CHO-K1 Ca ag 0.4, CHO-K1 Ca antag -10, CHRM4 antagonist 12, CHRM4 agonist -2, CHO parental Ca -41, CHRM1 agonist -9 and CHRM1 antagonist 44*.
O=C(/C=C/c1ccc(OCCCF)cc1)Nc1ccnc(-c2ccncc2)n1 was read as M1 PAM -2, OXTR potentiate -14, CHO-K1 Ca ag 5.8, CHO-K1 Ca antag -13, CHRM4 antagonist -1, CHRM4 agonist 15, CHO parental Ca 30, CHRM1 agonist -2 and CHRM1 antagonist 9.
`CC1CC2(CCCC2)N(C(=O)N(C)C)c2ccc(F)cc21` (stereo not given) gave M1 PAM 6, OXTR potentiate -3, CHO-K1 Ca ag -0.1, CHO-K1 Ca antag -6, CHRM4 antagonist 0, CHRM4 agonist 1, CHO parental Ca -14, CHRM1 agonist -2 and CHRM1 antagonist -11.
For COc1ccc(-n2cc([N+](=O)[O-])c(=O)c3ccc(Cl)cc32)cc1 the results were M1 PAM 5, OXTR potentiate -3, CHO-K1 Ca ag 0.2, CHO-K1 Ca antag -4, CHRM4 antagonist -3, CHRM4 agonist 1, CHO parental Ca -4, CHRM1 agonist -1 and CHRM1 antagonist -3.
Screening Cc1ccc(-c2n[nH]c(=O)c3ccccc23)cc1N returned M1 PAM 9, OXTR potentiate 2, CHO-K1 Ca ag 0.6, CHO-K1 Ca antag -1, CHRM4 antagonist 10, CHRM4 agonist 2, CHO parental Ca -1, CHRM1 agonist -1 and CHRM1 antagonist -6.
CCOc1cc(C(=O)NC2CCCCCCC2)cc(OCC)c1OCC was read as M1 PAM 9, OXTR potentiate -2, CHO-K1 Ca ag -1.1, CHO-K1 Ca antag -16, CHRM4 antagonist 2, CHRM4 agonist 0, CHO parental Ca -13, CHRM1 agonist -7 and CHRM1 antagonist -23.
